# dFosB act – mouse delta FosB homodimer activation; P13346; purified delta FosB, TAMRA-CDK5 oligo fluorescence polarization; percent of positive-control signal above neutral wells; activation, % at 25 µM; 340,000 tested, 0.99% active; AID 493131;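 active = mean activation above about 17%, with every replicate also reaching it, limit read from the data, passing the limit was not always enough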;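 also: fluorescence polarization rise as delta FosB binds a TAMRA Cdk5 AP-1 oligo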
# Target sequence (P13346 whole entry, looked up): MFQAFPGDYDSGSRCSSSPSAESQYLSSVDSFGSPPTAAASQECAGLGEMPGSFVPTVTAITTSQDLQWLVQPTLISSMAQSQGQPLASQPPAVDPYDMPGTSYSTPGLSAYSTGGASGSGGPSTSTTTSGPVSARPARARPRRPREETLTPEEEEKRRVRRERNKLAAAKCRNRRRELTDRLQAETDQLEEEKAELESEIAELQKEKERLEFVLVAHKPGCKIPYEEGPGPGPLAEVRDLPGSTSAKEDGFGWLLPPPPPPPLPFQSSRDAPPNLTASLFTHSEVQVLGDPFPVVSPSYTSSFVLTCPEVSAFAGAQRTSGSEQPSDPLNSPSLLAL
# SR-BI DiI-HDL act – enhances SR-BI lipid uptake from DiI-HDL | activation, % at 12.5 µM | 320,000 tested, 0.096% active | CHO ldlA[mSR-BI] cells, DiI-HDL uptake fluorescence, 3 h; 100 = double the neutral-control signal;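 active = mean replicate activation of at least 60% and every replicate at or above 60%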;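 also: 0% = median plate neutral-control signal and 100% = twice that signal; values of inactives mirror those of a sister screen read the other way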
#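 Assay system: CHO ldlA[mSR-BI] cells, LDL receptor-null, SR-BI overexpressing; medium: Ham's F12 with 0.5% BSA, HEPES 25 mM, pH 7.4; also added: DiI-HDL 10 µg/mL; timing: 3 h uptake period with compound, 37 °C; signal: DiI fluorescence, bottom read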
# Wnt act – activators of Wnt/beta-catenin signaling | Wnt/beta-catenin reporter cell assay, activator, plate reader | 300,000 tested, 1.2% active | activation, % at 9.35 µM; in the data active = activation above about 30%, passing the limit was not always enough;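 also: 0% = neutral control wells and 100% = positive control wells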
# RTF Ca sens act – increases calcium sensitivity of human cardiac regulated thin filaments; P19429+P45379; IANBD-labeled TnC RTF fluorescence at EC20 calcium; 0% EC20 calcium, 100% full calcium; activation, % at 7.2 µM; 340,000 tested, 0.24% active; AID 493008;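 active = activation above the mean over all tested compounds plus 3 SD, cut at about 30% in these data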;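 also: rise in fluorescence read as greater calcium sensitivity of cardiac thin filaments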
# MITF TRPM1 HTS – increases MITF-driven TRPM1 promoter luciferase signal | SK-MEL-5 TRPM1-promoter luciferase, 24 h; % of positive control, neutral wells = 0 | activation, % at 12.5 µM | 300,000 tested, 0.75% active | AID 588334;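 active = mean activation of at least 80% with every replicate also reaching 80%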;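 also: 0% = neutral control wells and 100% = parthenolide positive control wells; values of inactives mirror those of a sister screen read the other way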
# HTR5A ag ctr – counter-screen for OPRM1-OPRD1 agonists: human HTR5A agonism | AID 504692 | P47898 | activation, % at 9.3 µM | 340,000 tested, 0.61% active | HTR5A agonist assay, luminescence, cell-based; in the data active = activation mostly above about 9.5%, no sharp cut-off; inactive = mostly below about 7.6%;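 also: 0% = cells with vehicle only and 100% = reference agonist; strong numbers were not always called active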
# Target sequence (P47898 whole entry, looked up): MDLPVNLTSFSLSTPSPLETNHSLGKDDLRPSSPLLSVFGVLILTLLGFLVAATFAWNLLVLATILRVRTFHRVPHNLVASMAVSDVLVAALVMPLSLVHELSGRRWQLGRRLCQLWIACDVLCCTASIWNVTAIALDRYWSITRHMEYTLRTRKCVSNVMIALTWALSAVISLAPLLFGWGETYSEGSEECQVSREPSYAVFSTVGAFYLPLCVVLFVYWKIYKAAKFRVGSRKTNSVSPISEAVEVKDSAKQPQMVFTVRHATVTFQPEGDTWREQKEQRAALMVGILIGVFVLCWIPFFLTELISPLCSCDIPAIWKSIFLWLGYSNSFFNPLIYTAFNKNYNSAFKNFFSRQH
# Rtt109 Vps75 – inhibitors of Candida albicans Rtt109/Vps75 histone acetyltransferase. Q5AAJ8. purified Rtt109/Vps75, ThioGlo CoA-SH fluorescence, 4 h. inhibition, % at 34.9 µM. 330,000 tested, 0.16% active;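 active = inhibition of at least 50% in every replicate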
# Target sequence (Q5AAJ8 whole entry, looked up): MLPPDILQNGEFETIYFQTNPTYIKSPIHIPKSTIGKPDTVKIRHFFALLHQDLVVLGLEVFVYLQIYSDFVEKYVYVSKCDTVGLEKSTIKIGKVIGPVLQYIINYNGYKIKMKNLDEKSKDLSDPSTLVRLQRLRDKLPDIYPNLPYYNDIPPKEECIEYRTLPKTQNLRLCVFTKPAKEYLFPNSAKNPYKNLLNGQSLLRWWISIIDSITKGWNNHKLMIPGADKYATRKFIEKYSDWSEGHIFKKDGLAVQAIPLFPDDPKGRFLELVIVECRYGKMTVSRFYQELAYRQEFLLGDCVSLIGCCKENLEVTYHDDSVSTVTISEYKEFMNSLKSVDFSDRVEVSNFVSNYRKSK
# SR-BI DiI inh – mouse SR-BI HDL lipid transfer inhibition; Q61009; ldlA[mSR-BI] CHO cells, DiI-HDL uptake fluorescence, 3 h; inhibition, % at 12.5 µM; 320,000 tested, 0.96% active; AID 488896;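 active = mean replicate inhibition of at least 70% and a set share of replicates each scoring 70 or more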;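 also: 0% = median of neutral control wells and 100% = median of positive control wells; values of inactives mirror those of a sister screen read the other way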
# PvdQ acylase – blocks Pseudomonas aeruginosa PvdQ acylase activity. AID 488965. purified PvdQ acylase, fluorescence plate reader. 340,000 tested, 0.063% active. inhibition, % at 10 µM; in the data active = inhibition above about 30%, passing the limit was not always enough;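 also: 0% = vehicle neutral wells and 100% = reference inhibitor wells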
# CDK5 inh – CDK5/p35 (human) kinase inhibition. inhibition, % at 10 µM. 330,000 tested, 0.01% active. Recombinant CDK5/p35, ADP-Glo luminescence, 60 min. AID 488839;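 active = highest replicate inhibition of at least 50% and at least 75% of replicates reaching 50%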;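 also: plate controls were DMSO neutral control for no effect and GW8510 at 10 µM for full effect; many of its hits are not listed in these tables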
# * = called active by the depositor; . = no result given.
SMILES,dFosB act,SR-BI DiI-HDL act,Wnt act,RTF Ca sens act,MITF TRPM1 HTS,HTR5A ag ctr,Rtt109 Vps75,SR-BI DiI inh,PvdQ acylase,CDK5 inh
O=C(Nc1ccc(N2CCCC2)cc1)c1cc(Cl)ccc1Cl,134.8*,-40.5,-4.7,-11.2,1.7,-0.6,13.1,40.5,1.7,-0.6
COc1ccc(/C=C2\SC(N)=NC2=O)cc1Br,-22.0,-24.7,2.0,-2.0,.,-3.3,-1.5,24.7,-17.3,0.7
O=C(CCNC(=O)C1CCN(S(=O)(=O)c2ccc(F)cc2)CC1)NCc1ccccc1Cl,-3.6,14.1,3.1,-2.5,-1.1,-0.9,-1.1,-14.1,-7.9,0.5
COc1ccc(C2(c3ccc(OC)cc3)NC(=O)N(CC(=O)Nc3ccc(OC(F)F)cc3)C2=O)cc1,4.7,-12.2,-3.6,-2.1,-9.7,-1.0,6.3,12.2,1.3,1.3
Cc1ccccc1OCCn1c(=S)[nH]c2ccccc21,-11.8,-12.6,-2.2,-2.6,.,-3.7,0.3,12.6,-11.8,1.7
COCCCNCCCCOc1c(Cl)cc(C)cc1Br,-3.9,3.4,-8.5,5.5,8.5,-1.9,3.0,-3.4,-10.9,0.9
CCc1cc(C(=O)Nc2cc(Cl)ccc2N2CCN(C)CC2)sc1C,-2.3,-39.6,-5.2,-9.3,-1.7,11.3,27.8,39.6,8.1,0.9
O=C(O)c1ccc(/C=C2\SC(=S)N(NC(=O)c3ccccc3)C2=O)cc1,4.4,7.6,1.3,-1.7,-11.7,-0.7,-4.2,-7.6,-11.2,-0.2
COc1ccc(-c2cc(C#N)nc(NN)n2)cc1,-6.0,-5.5,-1.7,8.4,.,-1.4,-6.3,5.5,-8.7,0.9
CCc1noc(C)c1C(=O)Nc1ccccc1N1CCOCC1,-3.2,-5.1,0.0,0.2,-9.1,2.4,-14.1,5.1,-7.1,0.4
O=C(NCC1COc2ccccc2O1)c1cccs1 (stereo not drawn),-1.3,-1.2,5.1,7.2,28.4,0.5,1.2,1.2,-19.1,-2.2
COC(=O)c1ccc(NC(=O)c2ccc3c(c2)C(=O)N(Cc2cccnc2)C3=O)cc1,4.5,-16.7,-0.4,-2.1,-6.7,2.5,-8.0,16.7,-4.6,-0.9
CCCCN(C)Cc1c(C(=O)N2CCc3ccccc3C2)nc2ccc(Cl)cn12,-5.4,34.6,-25.0,-0.6,-18.1,2.4,12.0,-34.6,-1.4,-1.4
CCOC(=O)C1(C(N)=O)OC1(c1ccc(Cl)cc1)c1ccccc1Cl (stereo not drawn),-5.2,5.2,-4.4,-5.8,0.4,0.3,-4.0,-5.2,-13.1,-0.7
O=C(O)c1ccccc1C(=O)OCCc1cc2ccccc2c(=O)o1,-1.2,26.5,0.8,4.5,2.3,1.9,1.2,-26.5,1.2,0.5
O=c1c2ccccc2nc(-c2ccccc2)n1O,-2.5,12.7,-0.9,1.2,.,0.6,-7.3,-12.7,-18.1,-5.3
Cc1n[nH]c(=O)n1-c1ccc(C(C)C)cc1,3.9,14.9,-2.1,-0.3,-1.0,3.3,.,-14.9,-16.0,-0.3
CC(C)(C)C(=O)CC1(O)C(=O)N(Cc2ccc(Cl)cc2)c2ccccc21 (stereo not drawn),-23.1,36.9,0.8,1.8,.,4.2,31.6,-36.9,12.5,-1.1
Cc1ccc(NCc2ccc(O)c3ncccc23)cc1,-4.4,-1.5,-5.5,-0.8,-8.6,-1.3,-4.3,1.5,-3.3,1.2
O=C(CSc1nnc2ccccn12)NC(=O)c1cccc([N+](=O)[O-])c1,-1.1,9.4,-0.5,-3.0,-10.4,-1.8,-14.6,-9.4,-6.4,-0.6
CCOc1ccc2nc(SCC(=O)Nc3ccc4c(c3)OCO4)sc2c1,2.5,29.2,0.1,2.6,-7.5,1.6,0.5,-29.2,-0.9,0.3
Cc1cc(NC(=O)COC(=O)Cn2[nH]c(=O)c3ccccc3c2=O)c([N+](=O)[O-])cc1C,-2.8,21.8,-1.8,5.2,5.3,2.3,-3.4,-21.8,-12.9,-1.0
O=C(OC(C(=O)Nc1ccc(Cl)c(C(F)(F)F)c1)c1ccccc1)C1=COCCO1 (stereo not drawn),-4.8,-4.3,-5.8,-2.8,-5.6,-5.1,8.2,4.3,-4.9,-0.5
C/C(=N/Nc1ccc([N+](=O)[O-])cc1)c1c[nH]c2ccccc12,-9.3,-126.7,-3.4,8.0,.,-7.9,-2.9,126.6*,1.9,-1.1
O=c1cc(O)n(-c2ccccc2F)c(=S)[nH]1,-0.2,25.7,-3.6,-0.4,15.6,1.8,0.2,-25.7,-7.5,-5.2
Cc1cc(CNC(=O)CC2C(=O)NCCN2CC(c2ccccc2)c2ccccc2)on1 (stereo not drawn),-10.1,5.7,-1.1,-1.7,-8.1,-1.5,-5.8,-5.7,-0.7,-7.5
C=CCC[C@@H](Cc1ccc(F)cc1)C(=O)OC[C@@H]1CCCN1C(=O)[C@@H](CC=C)CC(=O)N[C@@H](CO)Cc1ccccc1,-6.6,-23.7,-1.1,3.3,11.5,-2.9,5.5,23.7,-16.7,-1.2
Oc1ccccc1-c1nc2cnccn2c1Nc1ccc2c(c1)OCCO2,-3.1,-7.9,-2.7,-4.7,14.6,5.7,-8.8,7.9,0.6,-1.3
O=C(NN/C(=N/S(=O)(=O)c1ccc(Cl)cc1)c1ccccc1)c1cccc(Cl)c1,-17.6,0.1,33.0*,-4.0,42.7,3.3,1.8,-0.1,-6.6,0.2
Cc1ccc(S(=O)(=O)N2CCN(C(=O)CCC(=O)N3CCc4ccccc43)CC2)cc1,-8.2,3.9,.,0.4,-3.2,3.2,-8.9,-3.9,-3.0,0.4
Cc1cc(C)nc(NS(=O)(=O)c2ccc(NC(=O)c3cccs3)cc2)n1,-1.0,.,2.1,-3.3,-5.5,3.1,34.7,.,13.3,1.0
CC(=O)C1=C(O)C(=O)N(CC(=O)O)C1c1ccccc1Cl (stereo not drawn),-10.6,-1.2,-1.7,6.8,-5.3,-4.5,3.6,1.2,-13.3,0.2
O=S(=O)(c1ccc2oc(=S)[nH]c2c1)N1CCOCC1,-9.3,24.9,-0.8,-1.2,-5.2,-3.0,-1.1,-24.9,-4.3,-0.6
COc1cc(C2C(C(C)=O)=C(O)C(=O)N2Cc2ccccc2)ccc1O (stereo not drawn),-4.8,18.0,0.8,-1.5,-5.2,1.9,3.3,-18.0,-5.0,-0.3
Nc1nc(N)c2nc(-c3ccccc3)c(N)nc2n1,18.6*,7.1,10.9,3.3,6.5,1.8,-3.1,-7.1,-4.6,-0.5
Cc1ccc(OCCn2c(=O)sc3ccccc32)cc1,1.9,-5.1,22.9,-0.3,91.5*,-2.2,9.1,5.1,6.0,-0.4
Cc1ccccc1-n1nnnc1-c1ccccc1,2.0,18.1,1.1,-0.4,-10.2,2.4,-0.1,-18.1,-0.8,-10.6
CCN(CC)C(=O)[C@H]1C[C@H](CC(=O)NCc2cccc(C(F)(F)F)c2)C(=O)N2CCc3c([nH]c4cc(-c5ccco5)ccc34)[C@]12C,-16.1,-22.9,.,3.9,-26.1,2.8,-0.7,22.9,-5.6,-0.9
CC1CCC(NC(=O)CSc2nncn2C)CC1 (stereo not drawn),4.2,11.4,4.2,-7.6,9.3,-0.5,4.1,-11.4,-5.5,-0.7
O=C(c1cccc(COc2ccc(Cl)cc2Cl)c1)N1CCN(c2ccccn2)CC1,-9.0,-38.9,.,3.9,30.2,-2.7,-5.2,38.9,-13.9,-0.9
Cn1c(CNC(=O)C2CCCCC2)cc2ccccc21,-8.3,-4.7,-1.2,-8.4,1.9,-2.6,-0.4,4.7,-6.5,-0.5
Cc1cc(S(=O)(=O)NCC(C)C)ccc1OCC(=O)NCc1ccccn1,-1.0,0.8,.,0.7,-9.7,4.1,4.5,-0.8,-10.9,3.1
CSc1nc(C)c(CCOC(=O)c2ccccc2)c(=O)[nH]1,2.8,0.4,.,2.4,.,3.1,1.6,-0.4,-11.5,-1.8
COc1ccc(S(=O)(=O)Nc2noc3ccccc23)cc1,-0.6,1.1,-0.1,-2.6,11.3,-0.3,-4.4,-1.1,-9.6,-1.0
COc1ccc(CCNC(=O)c2cnc3ccccc3n2)cc1,-7.0,.,5.7,-6.2,-12.3,1.5,0.5,.,-11.4,-1.9

# Full records, quoted from the list. Screens in order: dFosB act, SR-BI DiI-HDL act, Wnt act, RTF Ca sens act, MITF TRPM1 HTS, HTR5A ag ctr, Rtt109 Vps75, SR-BI DiI inh, PvdQ acylase, CDK5 inh
# O=c1cc(O)n(-c2ccccc2F)c(=S)[nH]1 is listed with -0.2, 25.7, -3.6, -0.4, 15.6, 1.8, 0.2, -25.7, -7.5, -5.2
# O=C(NCC1COc2ccccc2O1)c1cccs1 (stereo not drawn) is listed with -1.3, -1.2, 5.1, 7.2, 28.4, 0.5, 1.2, 1.2, -19.1, -2.2

# New compounds follow
SMILES,dFosB act,SR-BI DiI-HDL act,Wnt act,RTF Ca sens act,MITF TRPM1 HTS,HTR5A ag ctr,Rtt109 Vps75,SR-BI DiI inh,PvdQ acylase,CDK5 inh
COc1ccc(-c2nn(-c3ccccc3)cc2C(=O)N2CCN(S(=O)(=O)c3ccccc3[N+](=O)[O-])CC2)cc1,-4.8,-11.8,-9.3,4.1,.,0.4,0.8,11.8,-10.1,0.1
COc1ccc(N)cc1-n1c(C)ccc1C,-8.8,6.4,4.8,6.5,-4.7,-2.5,-40.5,-6.4,5.8,9.5
Cc1cc(NC(=O)CSc2n[nH]c(=O)[nH]c2=O)ccc1Br,3.9,.,2.9,-1.4,-1.3,-0.1,-4.5,.,-4.6,-0.5
O=C(CC(=O)N1CCN(c2ccccn2)CC1)Nc1ccc2nc3n(c(=O)c2c1)CCCCC3,-9.0,1.3,-1.8,1.0,0.9,-0.8,-4.2,-1.3,-17.0,-2.8
O=c1[nH]c(=S)[nH]c(O)c1/C=C1\C=Nc2ccccc21,-26.6,12.1,.,0.7,-64.1,0.6,6.0,-12.1,-24.6,-3.2
O=C1/C(=C/c2ccccn2)SC(=S)N1NS(=O)(=O)c1ccccc1,-4.0,22.4,-2.4,-1.1,0.2,2.8,10.2,-22.4,4.2,0.8
Cc1c(C)c2ccc(OCC(=O)NCCCn3ccnc3)cc2oc1=O,-9.8,4.0,0.4,-3.7,5.9,0.6,-2.8,-4.0,-6.8,0.7
Cc1ccnc(NC(c2cccnc2)c2ccc3cccnc3c2O)c1 (stereo not drawn),-8.2,-0.7,2.3,5.1,-8.6,0.8,9.7,0.7,-19.4,0.4
O=C(COc1coc(CN2CCc3ccccc32)cc1=O)Nc1cccc(F)c1,-9.9,-2.3,0.4,6.6,-4.0,0.2,-2.8,2.3,-12.5,3.2
Cc1nc2ccccn2c1C(=O)NCc1ccc2c(c1)OCO2,5.0,-12.4,.,7.4,-5.1,2.5,-7.0,12.4,5.9,1.8
CCc1cccc(CC)c1NC(=S)NCCc1c(C)[nH]c2ccc(C)cc12,-13.1,-10.0,-2.6,0.1,-8.4,5.6,-6.4,10.0,8.7,0.7
Cc1cccc(CSc2nc3[nH]ncc3c(=O)[nH]2)c1,-0.6,19.3,7.7,-4.8,12.9,3.4,6.3,-19.3,4.2,-0.1
Nn1c(SCC(=O)NCCN2C(=O)CSC2=O)nnc1-c1ccc(OC(F)F)cc1,-4.5,-9.1,6.4,0.5,9.4,5.5,-2.5,9.1,-5.2,-1.3

# Bioassay records (PubChem)
